Screening results (PubChem BioAssay)
SRC1 TRFRET art: TR-FRET artefact, counter-screen to PPARgamma/SRC-1 agonist assay; TR-FRET detection artefact counter-screen, emission ratio; hits give high values; AID 1051; TR-FRET ratio at 8 µM; 0.34% of 99,000 active; in the data active means TR-FRET ratio above about 2300; further: inactives centre near 1800; reference of the scale not given here
SRC3 TRFRET art: TR-FRET artefact, counter-screen to PPARgamma/SRC-3 agonist assay. PPARgamma/SRC-3 format; hits give high values. TR-FRET ratio at 8 µM. 0.39% of 99,000 active. AID 1048; in the data active means TR-FRET ratio above about 2000; further: inactives centre near 1600; reference of the scale not given here
The depositor's hits bear a star.

SMILES	SRC1 TRFRET art	SRC3 TRFRET art
Cc1cccc(C)c1Nc1nnc(SCC(=O)NC2CCS(=O)(=O)C2)s1 (stereo unspecified)	1781	1613
Cc1ccc(S(=O)(=O)NN2C(=O)c3ccccc3NC2c2ccccc2)cc1 (stereo unspecified)	1925	1568
O=C(NCc1ccco1)C1CCC(N2C(=O)C3C4CCC(C4)C3C2=O)CC1 (stereo unspecified)	1685	1542
Cc1ccc(-c2nnc(N3CC(C)OC(C)C3)c3ccccc23)cc1 (stereo unspecified)	1475	1496
CC(C)CC1NC(=O)N(CC(=O)Nc2ccc3c(c2)CCC3)C1=O (stereo unspecified)	1553	1519
COC(CN(C(=O)CCl)C(C(=O)NC1CCCCC1)c1ccc(C)cc1)OC (stereo unspecified)	1905	1541
CCN1C(=C(C#N)C#N)C=Cc2ccccc21	1712	1548
COc1ccc(C2=NN(c3ccccc3)C(c3cccs3)C2)cc1 (stereo unspecified)	1700	1593
C=CCN(C(=O)CN1CCOCC1)c1nc(C)c(-c2ccccc2)s1	2114	1765
COc1cccc(C(=O)NC(=S)Nc2cccnc2)c1	1592	1526
COC(=O)c1cn(NC(=O)Cc2cccc(OC)c2)c(=O)c2ccccc12	1933	1628
C[N+]1(CCCCSc2ccc(O)cc2)CCCCC1	1813	1648
O=[N+]([O-])c1ccc(N2CCN(C(=S)NCc3ccc(Cl)cc3)CC2)cc1	1611	1520
O=C(c1cc2cc(Br)ccc2o1)N1CCCCC1	2043	1783
Cc1ccc(OC/C(=N\O)C(C)(C)C)c([N+](=O)[O-])c1	1875	1499
Cc1oc2cc(O)ccc2c(=O)c1-c1ccccc1	1890	1690
Cc1cccc(NC(=S)NNC(=O)c2ccc3c(c2)OCO3)c1	1723	1533
COc1ccc(N=c2scc(C)n2CCCN2CCCC2=O)cc1	1887	1460
O=C(NC(=S)N1CCN(c2nc(-c3ccccc3)cs2)CC1)c1cccnc1	1634	1694
CCOc1ccc(-n2c(CCc3ccccc3)n[nH]c2=S)cc1	1864	1472
Cc1cccc(-n2c(O)c(C=Nc3ccc(O)cc3)c3ccccc3c2=O)n1	2027	1607
Cc1cc(C)nc(NC(=O)C2c3ccccc3Oc3ccccc32)n1	1757	1675
CC(=O)Nc1ccc(C2=NNC(=Nc3cccc(S(=O)(=O)N(C)C)c3)SC2)cc1	1654	1419
CC(C)CC(=O)c1c[nH]c(C(=O)N2CCN(Cc3ccccc3)CC2)c1	1945	1528
O=C(O)CSCC(=O)N1CCCCC1	1671	1389
Cc1ccc(NC(=S)N(Cc2ccco2)C2CCN(C(C)C)CC2)cc1	2001	1562
CC(C)(C)c1ccc(C(=O)NC(=S)NNC(=O)c2cccs2)cc1	2055	1675
CCN(CC)C(=O)COn1c(SCC(=O)N(CC)CC)nc2ccccc2c1=O	1939	1407
COc1ccc(NC(=O)C(CCSC)NC(N)=O)cc1Cl (stereo unspecified)	1732	1673
CCNC(=S)NCc1ccc2c(c1)OCO2	1831	1544
CC(=O)N(Cc1ccccc1C)c1cccc(C)c1C	1544	1447
Cc1nn(Cc2cccc(C(=O)Nn3cc([N+](=O)[O-])cn3)c2)c(C)c1[N+](=O)[O-]	1575	1644
Cn1c(=O)n(C)c2cc(S(=O)(=O)NCC(=O)O)ccc21	1810	1691
Cc1sc(NC(=O)C2C3C=CC(C3)C2C(=O)O)c(C(N)=O)c1-c1ccc(C(C)C)cc1 (stereo unspecified)	1651	1621
C/C(CS(=O)(=O)c1ccc(Cl)cc1)=N/NC(N)=S	1776	1477
COc1ccc(-n2c(SCC(=O)Nc3nccs3)nc3c(c2=O)SC(C)C3)cc1 (stereo unspecified)	2076	1673
CC1CCCCN1C(=O)/C=C/c1ccccc1[N+](=O)[O-] (stereo unspecified)	1629	1335
Cc1cc(C)cc(NCCC#N)c1	1803	1611
CCCOc1ccc(Br)cc1/C=N/NC(=O)c1cc(OC)c(OC)c(OC)c1	1804	1630
COc1ccc2ccc(=O)oc2c1CC=C(C)C	2021	1672

Quoted at random: two entries already listed.
SMILES	SRC1 TRFRET art	SRC3 TRFRET art
C/C(CS(=O)(=O)c1ccc(Cl)cc1)=N/NC(N)=S	1776	1477
CCN(CC)C(=O)COn1c(SCC(=O)N(CC)CC)nc2ccccc2c1=O	1939	1407

Part of the list above, field by field:
> Cc1ccc(NC(=S)N(Cc2ccco2)C2CCN(C(C)C)CC2)cc1
  SRC1 TRFRET art: 2001; SRC3 TRFRET art: 1562

> Cn1c(=O)n(C)c2cc(S(=O)(=O)NCC(=O)O)ccc21
  SRC1 TRFRET art: 1810; SRC3 TRFRET art: 1691

(continued)
SMILES	SRC1 TRFRET art	SRC3 TRFRET art
CCOc1ccccc1NC(=O)C(Sc1nnc2ccccn12)c1ccccc1 (stereo unspecified)	1793	1765
CCCn1c(=S)[nH]c2ccc(C(F)(F)F)cc21	1838	1572
CCOC(=O)CSc1nc(-c2ccccn2)ncc1OC	1832	1654
Cc1cc2cc(CCNC(=O)c3cccs3)c(=O)[nH]c2cc1C	1862	1658
CC(=O)c1ccc(NC(=O)C(=O)c2cn(CC(=O)N3CCCCC3)c3ccccc23)cc1	1534	1381
CCOC(=O)C1=C(C)NC(=O)CC1c1cc(OC)c(OC)cc1Br (stereo unspecified)	1990	1774
O=[N+]([O-])c1cccc(Cl)c1CSc1ccccn1	1790	1502
COc1ccc(CCN2C(=O)NC(NC(=O)CC(C)C)(C(F)(F)F)C2=O)cc1OC (stereo unspecified)	1749	1583
CCOc1ccc(N(Cc2ccc(OC)c(OC)c2)C(=O)c2ccco2)cc1	1728	1590
CCN(CC)S(=O)(=O)c1ccc(NN=C2CCN(C)CC2)c([N+](=O)[O-])c1	1533	1437
COc1ccc(Nc2nc3ccc(C)cn3c(=O)c2/C=N/O)cc1	1847	1474
CC(C)C(=O)N1CCN(c2ccc([N+](=O)[O-])cc2Cl)CC1	1593	1371
O=c1[nH]c(=S)[nH]c2[nH]c(=S)[nH]c12	1812	1485
CC(=O)Nc1ccc(CN2CCN(Cc3ccc(C)cc3)C(CCO)C2)cc1 (stereo unspecified)	1817	1509
CCc1cccc(CC)c1NC(=O)C(NS(=O)(=O)c1cccs1)c1ccccc1 (stereo unspecified)	1535	1503
NC1=NC2(CCCCC2)N=C(Nc2ccc(Br)cc2)N1	1936	1789
CCOC(=O)C1(Cc2ccccc2C)CCCN(C(=O)CCc2cccnc2)C1 (stereo unspecified)	2022	1616
CCN1CCN(CCCN(Cc2ccco2)C(=S)Nc2ccc(Cl)c(C)c2)CC1	2114	1545
CCOc1ccccc1OCCN1CCC(Cc2ccccc2)CC1	1755	1811
CCOC(=O)C1CNc2cc(S(=O)(=O)CC)ccc2O1 (stereo unspecified)	1848	1723
CC(C)(C)c1ccc(S(=O)(=O)Nc2cccc(C3OCCCO3)c2)cc1	1677	1548
Cc1ccc(S(=O)(=O)NCCC(=O)NCCN2CCCCCC2)cc1	1967	1500
NS(=O)(=O)c1ccc(NC(=O)c2cc(Cl)ccc2Cl)cc1	1684	1356
CCOc1ccc(NS(=O)(=O)c2ccc(C(=O)N3CCN(c4ncccn4)CC3)cc2)cc1	2078	1737
CCn1nc(C)cc1C(=O)N1CCCC(C(=O)c2ccc3ccccc3c2)C1 (stereo unspecified)	1804	1754
C=CCOc1c(Br)cc(/C=N/n2c(CC)n[nH]c2=S)cc1Br	1648	1526
COC(=O)C1CCN(CC(=O)Nc2ccccc2Sc2ccccc2)CC1	1514	1601
CC(=O)Nc1nnc(CCS(=O)(=O)c2ccc(C)c(C)c2)s1	1616	1708
COc1ccccc1-n1nc(C)cc1N	1576	1367
Cc1ccc(C(=O)NCC(=O)OCC(=O)NCC(F)(F)F)cc1	1872	1514
C=CCN(CC=C)CCOc1cccc2ccccc12	1904	1452
CC(C)N(CCCNC(=O)c1ccc(N2CCCC2=O)cc1)Cc1ccccc1	2080	1637
CC(O)CN(C)CC/C=C1/c2ccccc2CSc2ccccc21 (stereo unspecified)	1637	1479
O=[N+]([O-])c1ccccc1/C=N/NC1=NS(=O)(=O)c2ccccc21	1512	1483
COC(=O)c1ccccc1NC(=S)N(Cc1ccc2c(c1)OCO2)Cc1cc2cc(OC)ccc2[nH]c1=O	1774	1624
Cc1ccc(NC(=O)C(OC(=O)c2ccccc2Cl)c2ccccc2)cc1Cl (stereo unspecified)	1694	1376
Cc1sc(NC(=S)NC(=O)C2CCCCC2)c(C(N)=O)c1C	2009	1577
Cc1nn(C)c(Cl)c1CN1CCN(CC(C)C)C(CCO)C1 (stereo unspecified)	1712	1464
CCN1C(=O)/C(=C\c2ccc(-c3ccc([N+](=O)[O-])cc3OC)o2)SC1=Nc1cccc(C(=O)O)c1	1800	1536
CC(C)[C@H](NC(=O)OCc1ccccc1)C(=O)OCC(=O)Nc1c(F)cccc1F	1980	1817
O=C(Nc1ccc(Cl)cc1)N1CCC(CO)(Cc2ccccc2)CC1	1829	1632
COc1cc(CN2C(=S)NC(C)(C)CC2(C)O)cc(OC)c1 (stereo unspecified)	1767	1535
Cc1cc(/C=C(\C#N)C(=O)NC2CCCCCC2)c(C)[nH]1	1864	1747
CCCCNC(=O)N1CCc2ccccc2C1	1871	1681
Cc1ccc(C(=O)NCC(=O)OCC(=O)Nc2ccc(Cl)cc2C(F)(F)F)cc1C	1717	1578
Cc1ccccc1N=C1N=C(N)c2ccccc21	1856	1548
O=C(c1ccncc1)c1ccc(N2CCN(C3CC(=O)N(Cc4cccs4)C3=O)CC2)cc1 (stereo unspecified)	1660	1609
OC(COc1ccccc1)CN1CCN(CC(O)COc2ccccc2)CC1 (stereo unspecified)	1757	1620
CCOc1ccc(N(CCCCO)C(=S)NC(=O)c2ccc(C)c(Br)c2)cc1	1844	1661
N=c1sccn1CC(=O)Nc1cc(Cl)ccc1[N+](=O)[O-]	1662	1721
O=C(CCCN1C(=O)/C(=C\c2ccco2)SC1=S)Nc1ccc2ccccc2c1	1600	1472
O=C(/C=C/c1ccccc1[N+](=O)[O-])NCCCn1ccnc1	2029	1691
Cc1cc(NCc2ccncc2)ccc1Br	1838	1744
CCc1nccn1Cc1cc(C=O)ccc1OC	1895	1504
CCN(C(=O)COC(=O)c1cn(-c2ccccc2)nc1-c1ccccc1)C1CCS(=O)(=O)C1 (stereo unspecified)	1716	1626
Cc1ccc2c(c1)c(C1=NC(=S)NC1=O)c(O)n2C	1777	1594
O=[N+]([O-])c1ccc(N2CCN(C(=S)Nc3ccc(F)cc3)CC2)cc1	1958	1397
COc1ccc(C(=O)Nc2ccc(C(=O)NCCc3ccccc3)cc2)cc1	1770	1745
Cc1cccc(SC2CCN(Cc3nc(CC4CC4)no3)CC2)c1	1665	1548
O=C(NCCc1csc(-c2cccnc2)n1)c1ccc(Br)o1	1735	1402

One compound at a time, as listed above:
O=C(CCCN1C(=O)/C(=C\c2ccco2)SC1=S)Nc1ccc2ccccc2c1 is listed as SRC1 TRFRET art: 1600; SRC3 TRFRET art: 1472
O=C(Nc1ccc(Cl)cc1)N1CCC(CO)(Cc2ccccc2)CC1 is listed as SRC1 TRFRET art: 1829; SRC3 TRFRET art: 1632
N=c1sccn1CC(=O)Nc1cc(Cl)ccc1[N+](=O)[O-] is listed as SRC1 TRFRET art: 1662; SRC3 TRFRET art: 1721

Later entries
SMILES	SRC1 TRFRET art	SRC3 TRFRET art
O=C(CCCSc1nc2ccccc2[nH]1)NCc1ccccc1Cl	1964	1558
COc1cc(/C=C/C(=O)OCC(=O)NCCN2C(=O)CSC2=O)ccc1OC(F)F	1927	1629
O=[N+]([O-])c1cc2c(c(CSc3nnc4ccccn34)c1)OCOC2	1653	1305
O=C(/C=C/c1cccs1)Nc1scc(-c2ccccc2)c1C(=O)O	1843	1434
Cn1nnnc1SCCNCc1ccccc1OCc1ccc(F)cc1	1772	1598
COc1ccc(CCNC(=O)C(C(=O)c2ccccc2)n2ccccc2=O)cc1OC (stereo unspecified)	1605	1597
CCC1CCCCN1C(=S)NC1CCCCC1 (stereo unspecified)	1618	1664
COc1ccc(C(=O)N2CCC(C(=O)Nc3ccc(C)cc3)CC2)cc1	2098	1646
CS(=O)(=O)N(CC(=O)Nc1ccccc1-c1ccccc1)c1ccc(F)cc1	2008	1614
COc1cccc(C(C(=O)NC(C)(C)C)N(Cc2ccco2)C(=O)CCC(=O)Nc2cc(C)on2)c1OC (stereo unspecified)	1723	1594
O=C1c2ccccc2CN1CCSC(=S)N1CCSCC1	1710	1743
O=C(Cn1nnc(-c2ccccc2NC(=O)c2ccco2)n1)Nc1ccccc1	1893	1796
Cc1ccc(NC(=O)c2ccccc2-c2ccc(C(F)(F)F)cc2)cc1S(=O)(=O)N1CCOCC1	1937	1481
CCC(=O)Nc1ccc(C(=O)Nc2ccc(OC)cc2[N+](=O)[O-])cc1	2116	1592
CCOc1ccc(C(=O)O)cn1	1779	1544
COc1ccc(NC(=O)c2ccc(C)o2)c([N+](=O)[O-])c1	1667	1496
CC1CC1c1ccc(/C=C(\C#N)C(=O)Nc2cc(Cl)ccc2Cl)o1 (stereo unspecified)	1586	1608
Cc1cccc(-n2cc(CN3CCN(c4ccccn4)CC3)c(-c3cccc(F)c3)n2)c1	1714	1609
O=C1N/C(=C/c2cccn2-c2ccccc2)C(=O)N1Cc1ccc(F)cc1	1987	1690
CN1C(=O)/C(=C\c2cc(Br)cs2)c2ccccc21	1635	1623
COc1ccc(C(=O)Nc2cc(=O)n(C)c(=O)n2C)cc1OC	1774	1539
Cc1ccc(NC(=O)Cn2c(=O)c(C)nc3ccccc32)cc1	2059	1608

Among those listed so far, these contain a CF3 group.
SMILES	SRC1 TRFRET art	SRC3 TRFRET art
CCCn1c(=S)[nH]c2ccc(C(F)(F)F)cc21	1838	1572
COc1ccc(CCN2C(=O)NC(NC(=O)CC(C)C)(C(F)(F)F)C2=O)cc1OC (stereo unspecified)	1749	1583
Cc1ccc(C(=O)NCC(=O)OCC(=O)NCC(F)(F)F)cc1	1872	1514
Cc1ccc(C(=O)NCC(=O)OCC(=O)Nc2ccc(Cl)cc2C(F)(F)F)cc1C	1717	1578
Cc1ccc(NC(=O)c2ccccc2-c2ccc(C(F)(F)F)cc2)cc1S(=O)(=O)N1CCOCC1	1937	1481

A portion of the library; count on the stated rates, not on these rows.
